FAS-TE inh: FAS thioesterase domain inhibitors, primary screen, biochemical, fluorescence intensity, uHTS. Fatty acid synthase (Homo sapiens), P49327. recombinant FAS-TE, OMFH fluorogenic substrate, fluorescence endpoint. inhibition, % at 15 µM. 360,000 tested, 0.67% active. AID 602261, 2012;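 active means compounds whose normalised, plate-corrected inhibition of enzyme fluorescence in the single-dose primary screen is 50% or more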;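 further: 0% = DMSO with enzyme and 100% = substrate without enzyme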
SKN-1 block: suppressors of acrylamide-induced Pgst-4::GFP reporter in worms, primary screen, SKN-1 inhibitor project, whole organism, uHTS, GFP/RFP fluorescence ratio, strain VP596. 360,000 tested, 0.49% active. inhibition, % at 21.8 µM. C. elegans VP596 Pgst-4::GFP/RFP ratio, 24 h;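 active means interference check ratio from 0.5 to 1.5 plus GFP to RFP signal ratio inhibition reaching or exceeding a fixed threshold, cut at about 30% in these data, passing the limit was not always enough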; further: some compounds called inactive have numbers as strong as hits
MsrA inh: bovine MsrA enzyme inhibitors, primary screen, biochemical, absorbance, HTS; Methionine sulfoxide reductase A (Bos taurus); purified bovine MsrA, absorbance read-out; inhibition, % at 15.5 µM; 360,000 tested, 0.75% active; AID 651718, 2012; in the data active means inhibition above about 4.5%;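 further: 0% = vehicle wells with enzyme and 100% = reference inhibitor wells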
PABP1 MLLE inh: inhibitors of PABP1 MLLE–PAM2 peptide binding, primary screen, biochemical, fluorescence polarization, FITC-PAM2, GST-MLLE; Polyadenylate-binding protein 1 (Homo sapiens), P11940; inhibition, % at 20 µM; 360,000 tested, 0.36% active; AID 588489, 2011; in the data active means inhibition above about 35%, passing the limit was not always enough;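 further: plate controls were DMSO wells with GST-MLLE for no effect and wells lacking GST-MLLE protein for full effect; some results filed as inactive read as strong as hits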
Target sequence (P11940 whole entry, looked up): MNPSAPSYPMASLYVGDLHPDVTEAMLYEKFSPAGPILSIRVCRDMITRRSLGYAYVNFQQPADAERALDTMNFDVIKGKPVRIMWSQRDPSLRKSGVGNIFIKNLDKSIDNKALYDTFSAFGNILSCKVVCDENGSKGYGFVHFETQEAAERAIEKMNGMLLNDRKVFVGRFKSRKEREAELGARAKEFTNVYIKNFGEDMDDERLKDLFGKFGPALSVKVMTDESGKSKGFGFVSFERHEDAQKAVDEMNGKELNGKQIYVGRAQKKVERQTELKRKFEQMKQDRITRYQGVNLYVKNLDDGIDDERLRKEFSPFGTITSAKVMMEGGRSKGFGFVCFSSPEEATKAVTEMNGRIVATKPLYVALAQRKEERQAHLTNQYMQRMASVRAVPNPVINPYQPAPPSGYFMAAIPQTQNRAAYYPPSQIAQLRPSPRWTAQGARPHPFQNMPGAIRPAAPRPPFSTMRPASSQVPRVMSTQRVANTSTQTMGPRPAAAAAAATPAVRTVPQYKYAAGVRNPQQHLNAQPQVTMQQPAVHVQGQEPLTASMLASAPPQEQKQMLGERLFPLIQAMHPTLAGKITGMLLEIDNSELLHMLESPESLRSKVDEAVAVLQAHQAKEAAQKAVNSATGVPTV
Tb MetRS inh: T. brucei MetRS inhibitors, primary screen, biochemical, luminescence; inhibition, % at 11.9 µM; methionyl-tRNA synthetase (Trypanosoma brucei brucei); 360,000 tested, 0.4% active; purified T. brucei MetRS, ATP depletion, Kinase-Glo luminescence; AID 624268, 2012;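 active means inhibition above a per-plate cutoff of the control wells' mean inhibition plus 3 SD, cut at about 5.5% in these data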;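 further: 0% = DMSO wells median and 100% = median of wells with control inhibitor compound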
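Assay system: T. brucei methionyl-tRNA synthetase, purified | Medium: HEPES buffer with MgCl2, KCl, DTT, spermine, BSA, pyrophosphatase | Compound: 11.9 µM single point | Incubation: 15 min enzyme-compound preincubation, 2 h reaction, 10 min detection, 25 °C | Measured by: Kinase-Glo luciferase luminescence reporting remaining unconsumed ATP | Measure: % inhibition normalized to control-well medians | Replication: Singlicate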
MsrA act: bovine MsrA enzyme activators, primary screen, biochemical, absorbance, HTS; 360,000 tested, 0.3% active; purified bovine MsrA, absorbance read-out; activation, % at 10.6 µM; in the data active means activation above about 7.5%;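 further: 0% = vehicle and 100% = reference activator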
MT1-MMP act inh: blockers of MT1-MMP proenzyme processing, primary screen, HT1080 RFP-PRO-GFP cells, GFP/RFP fluorescence; GFP/RFP ratio change, % at 20 µM; 360,000 tested, 0.061% active; GFP/RFP ratio fluorescence, overnight; percent of plate control window, DMSO zero;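 active means GFP/RFP ratio change of at least 30% with cell ATP level not reduced by more than half and red fluorescence within 50% of control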; further: strong numbers were not always called active
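Assay system: RFP-PRO-GFP reporter HT1080 cells; read-out basis: GFP/RFP fluorescence ratio; benchmarks: DMSO wells and RFP-L50D-GFP cells; doses: 20 µM single dose, 1% DMSO; schedule: overnight cell settling, then overnight compound exposure, 37 °C, 5% CO2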
E coli Lon inh: inhibitors of E. coli Lon protease, primary screen, biochemical, fluorescence polarization | purified E. coli Lon protease | inhibition, % at 7.94 µM | 360,000 tested, 0.42% active | AID 602123, 2011; in the data active means inhibition above about 13%, passing the limit was not always enough;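 further: 0% = enzyme with probe and DMSO and 100% = no enzyme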
NRP1-CendR mod: modulators of CendR peptide binding to NRP-1, primary screen, biochemical, fluorescence polarization, uHTS. Neuropilin-1 (Homo sapiens), O14786. AID 602438, 2012. inhibition, % at 25 µM. 360,000 tested, 0.85% active. FAM-RPARPAR peptide binding to NRP-1;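 active means inhibition or corrected inhibition above about 18%, plus a signal ratio from 0.5 to 1.5, limit read from the data, passing the limit was not always enough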; further: strong numbers were not always called active
An asterisk follows results filed as active; i = inactive; nt = not tested or not shown; + = active, no number.

Structure	FAS-TE inh	SKN-1 block	MsrA inh	PABP1 MLLE inh	Tb MetRS inh	MsrA act	MT1-MMP act inh	E coli Lon inh	NRP1-CendR mod
CCN(CC)C(=O)N1CCN(S(=O)(=O)c2ccccc2)CC1	-10	-11	1.2	-4	-1.2	-9	-2	-4	13
O=C(c1ccc(-n2cncn2)c([N+](=O)[O-])c1)N1CCN(c2cccc(Cl)c2)CC1	7	-7	-0.8	3	5.8*	0	1	-4	2
COc1ccc(OC)c(-c2cc(C(=O)NC3CCCC3)c3ccccc3n2)c1	6	2	0.1	8	0.1	-3	-2	2	6
O=C1CCC(C(=O)Nc2cccc(Br)c2)N1 (stereo unspecified)	-9	11	-0.5	-1	0.0	2	-1	-12	11
C#CCn1c(=NC(=O)c2ccc(Br)s2)sc2cccc(OC)c21	9	13	1.4	-12	0.1	-2	-6	1	-23
Cc1cc(C)c(C)c(S(=O)(=O)Nc2ccc(O)cc2)c1C	2	12	0.3	7	0.1	-2	3	-5	-10
COc1cccc(NC(=O)C2CCCN2S(=O)(=O)c2ccc3c(c2)C(C)(C)C(=O)N3C)c1 (stereo unspecified)	-7	3	-0.6	10	0.0	-1	-1	0	-2
Cn1c(SCC#N)nnc1-c1cccnc1	-10	6	0.3	8	-0.3	-3	2	0	10
CCN(CC(=O)Nc1ccc(OC)cc1)C(=O)c1ccc2c(c1)NC(=O)C(C)S2 (stereo unspecified)	-5	17	0.9	24	18*	1	-8	-3	-12
COCCn1c(SCC(=O)Nc2ccc3[nH]c(=O)[nH]c3c2)nc2ccccc2c1=O	-3	-2	-0.3	-8	0.8	-4	-6	-14	-12
CCc1cc(C(=O)N2CCN(C(=O)c3ccco3)CC2)sc1C	-5	5	0.6	-9	0.0	-2	4	-18	2
O=C(COC(=O)c1ccccc1NCc1ccco1)Nc1ccc2c(c1)OCO2	2	-4	-0.3	-4	-1.0	-2	-1	-16	-4
COc1ccc(-c2csc(-c3[nH]cnc3N)n2)cc1	-12	-3	1.5	-43	2.1	-2	-3	-5	-20
Cc1nc(C(=O)O)cc2c1[nH]c1ccccc12	-6	3	0.5	-24	1.1	-4	0	-3	-12
CCOC(=O)c1c(C)[nH]c(C(=O)OCc2ccccc2F)c1C	3	25	-0.3	2	-0.3	-2	0	7	2
CC(NC(=O)C(=O)NN=C1CCCCCCC1)c1ccccc1 (stereo unspecified)	-1	-3	-0.1	-5	0.0	3	-1	1	3
CSc1ccc(CCNC(=O)C2CCCN(S(=O)(=O)N3CCOCC3)C2)cc1 (stereo unspecified)	-3	-9	0.0	-23	0.1	-2	-5	5	2
Cc1ccccc1C(=O)NC1CCN(Cc2nnnn2Cc2ccc(F)cc2)CC1	-6	-10	-0.1	-11	-0.2	-2	1	-4	-5
O=C(c1ccc(Cl)c(Cl)c1)N1CCC(=O)N(C(COCc2cccc(Cl)c2)Cc2ccccc2)CC1 (stereo unspecified)	38	-4	0.9	7	-0.5	1	-7	1	6
O=C(c1ccccc1)N(Cc1nc2ccccc2c(=O)[nH]1)C1CCCCC1	-4	4	0.5	-3	-0.8	-6	0	-7	2
COc1ccc(-c2cc(C(=O)Nc3c(C)n(C)n(-c4ccccc4)c3=O)c3ccccc3n2)c(OC)c1	-2	36*	1.7	-3	-0.7	-5	-4	-8	2
Cc1ccc(C(=O)NNC(=O)c2n[nH]c(=O)c3ccccc23)cc1C	-3	20	0.2	-39	0.1	-1	-1	6	2
CCOC(=O)c1c2c(n(Cc3ccccc3)c1C)C(=O)C(=O)c1ccccc1-2	40	-12	0.5	3	2.4	3	-15	11	32*
C=CCn1c(NCc2ccccc2)nc2ccccc21	-6	17	0.4	9	0.5	-10	-1	-12	2
COc1ccc(/C=C/C(=O)O)cc1S(=O)(=O)NCc1ccccc1	-11	-11	-0.1	-5	-1.3	-7	-1	9	-4

Part of the list above, showing only Tb MetRS inh, SKN-1 block and PABP1 MLLE inh.
molecule	Tb MetRS inh	SKN-1 block	PABP1 MLLE inh
C=CCn1c(NCc2ccccc2)nc2ccccc21	0.5	17	9
COc1ccc(/C=C/C(=O)O)cc1S(=O)(=O)NCc1ccccc1	-1.3	-11	-5

The list continues.
Structure	FAS-TE inh	SKN-1 block	MsrA inh	PABP1 MLLE inh	Tb MetRS inh	MsrA act	MT1-MMP act inh	E coli Lon inh	NRP1-CendR mod
O=C(c1cc(COc2c(F)cccc2F)on1)N1CCC(c2ccccc2Cl)C1 (stereo unspecified)	40	5	1.1	8	-0.3	-2	-1	8	3
CCOC(=O)N/N=C(\C)c1ccccc1OC(F)F	-12	13	0.0	4	-0.5	1	4	2	11
Cc1ccc(NC(=O)COC(=O)CNC(=O)c2ccc(Br)cc2)c(C)c1	0	5	-0.9	-14	1.6	-3	1	1	-1
COc1cc(C(CC(=O)N2CCN(c3ccccc3)CC2)c2c(OC)cc(OC)c3ccc(=O)oc23)cc(OC)c1OC (stereo unspecified)	8	2	1.0	-7	-0.6	-8	1	13	7
Cc1c(/C=N/NC(N)=O)c2ccccn2c1C(=O)c1ccncc1	-2	-9	4.0	11	-1.0	-8	14	5	5
Nc1cccc(Cl)c1N1CCOCC1	-12	7	0.7	4	-0.5	-3	4	-11	-15
CC(C)(C)c1cc2ncnc(N3CCCCC3)c2s1	13	19	nt	-13	-0.8	-1	2	5	-6
COc1ccccc1NC(=S)N=Nc1c(O)[nH]c2ccc(Br)cc12	-1	-1	2.9	2	-0.1	-4	16	1	-2
COc1ccc(-c2c(N)nnc3c2[nH]c2ccccc23)cc1OC	-2	-6	0.0	-6	-0.6	-3	6	-6	-5
Cc1c(C(=O)N2CCCCC2C)sc2nc3n(c(=O)c12)CCC3 (stereo unspecified)	-1	17	-2.1	-16	-0.5	-4	-2	-4	3
COc1ccccc1NC(=O)c1cc2c(cc1Cl)N1CCCCCC1=NS2(=O)=O	-3	-5	0.5	-8	0.0	-2	3	-3	-8
COC(=O)c1ccc(CN2CCCC(C(=O)c3ccccc3OC)C2)cc1 (stereo unspecified)	5	20	-0.6	0	0.0	-1	0	-1	6
Cn1c(=O)c2c(nc(N/N=C/c3ccc(OC(=O)c4ccco4)cc3)n2Cc2ccccc2)n(C)c1=O	22	11	1.2	-5	0.2	-2	0	8	7
CCCCn1c(N)c(N(CCC(C)C)C(=O)c2ccc(N3CCCC3=O)cc2)c(=O)[nH]c1=O	-3	1	0.1	-40	-0.3	-2	-2	-4	-7
COCCNC(=O)C(C#N)c1nc2ccccc2nc1N1CCCCCC1 (stereo unspecified)	4	-10	-0.2	1	-0.6	-5	-4	16	-17
Cc1cccc(NC(=O)COC(=O)c2cccs2)c1C	-2	-5	-1.4	16	-0.2	-5	1	0	8
Cc1nnc(NC(=O)c2ccc(Br)o2)s1	-4	-16	1.5	3	-0.1	-4	-5	-13	5
COc1ccc(-c2cc3c(=O)n(CC(=O)Nc4ccc(C(C)=O)cc4)ncn3n2)cc1	-10	10	-0.8	-8	0.9	-4	-1	7	1
Cc1ccc(S(=O)(=O)CC(=O)N(CCCN(C)C)c2nc3ccc(C)cc3s2)cc1	-3	-10	0.5	-12	-0.5	-2	3	-12	-24
O=C1CC(c2ccccc2)Cc2nc(NC3CC3)ncc21 (stereo unspecified)	-3	-4	0.6	-4	-1.3	-6	2	0	-4
COC(=O)c1cc(NC2c3ncccc3C(=O)N2Cc2ccccc2)cc(C(=O)OC)c1 (stereo unspecified)	-1	-3	1.0	-10	-1.7	-12	6	-6	-2
CCOc1ccc(NC(=S)NCCCN2CCN(c3ccc(OC)cc3)CC2)cc1	-3	-2	1.9	-47	0.1	-3	1	-1	-2
CC(C)N1C(=O)S/C(=C/c2ccc3c(c2)n(C)c(=O)n3C)C1=O	-5	-22	1.7	11	-0.6	0	13	-4	-1
Cc1ccc(C(=O)OCC(=O)NCCN2C(=O)CSC2=O)cc1[N+](=O)[O-]	-6	-3	-0.5	11	-0.4	-9	-1	-4	4
COC(=O)C1NC(=O)N2C(C(=O)OC)C(C)(C)S[C@H]12 (stereo partly specified)	-6	9	-1.3	1	-0.2	1	1	-6	22
Cc1nnc(SCC(=O)N2CC(=O)Nc3ccccc32)n1-c1ccccc1	-8	-3	0.5	-17	-0.3	-5	1	-13	7
O=C(Cn1ccsc1=NC(=O)C(F)(F)F)c1ccccc1	1	9	-1.3	-10	-0.7	-1	1	2	11
CCOC(=O)C1CCN(Cc2ccc(F)cc2)CC1	-7	-14	-0.1	-8	-1.1	-10	-5	-4	-2
COc1cccc2c1C(=O)c1c(O)c3c(c(O)c1C2=O)C[C@@](O)(C(C)=O)C[C@@H]3O[C@H]1C[C@H](N)[C@H](O)[C@H](C)O1	-149	68	-1.1	i	-1.0	-5	12	+	142
COc1ccc(NC(=O)C2CCCN2C(=O)OCc2ccccc2)cc1 (stereo unspecified)	-3	-5	-0.1	18	0.2	-5	-1	10	5
O=C(CSc1c(Cl)cccc1Cl)N1CCC(c2nc3ccccc3s2)CC1	21	10	-1.0	12	1.2	-11	6	-3	8
CCc1nc2c(OCc3ccc(F)c(F)c3)cccn2c1N(C)C(=O)C(C)C	1	18	0.6	8	-0.2	-1	-3	2	8
S=c1[nH]nc(-c2ccccn2)n1/N=C/c1c(Cl)cccc1Cl	3	-14	-0.3	6	-0.5	2	-3	-1	-1
COCCNC(=O)C1(C)CCCN(Cc2ccc(-c3ccccn3)cc2)C1 (stereo unspecified)	-6	16	0.1	6	-0.1	1	-1	-6	3
O=C(CCN=C1NS(=O)(=O)c2ccccc21)OCC(=O)c1ccccc1	-1	-18	0.6	-6	-0.6	-6	2	-10	-2
Cc1cc(SCC(=O)Nc2ccc(O)cc2)n2nc(C)c(-c3ccccc3)c2n1	5	-16	0.6	-29	-0.6	-2	-8	5	4
Cc1cccc(NC(=O)NNC(=O)COc2ccc([N+](=O)[O-])cc2)c1C	2	5	0.9	11	-0.1	-4	-3	3	9
CCC(=O)OCC(=O)Nc1cc(C)c(C)cc1[N+](=O)[O-]	-2	2	1.3	-10	-0.5	-5	2	0	0
CC(C)CNS(=O)(=O)c1ccc(CCC(=O)Nc2ccc3c(c2)OCCO3)cc1	1	-14	0.0	-2	-0.6	-3	-5	-2	2
Cc1cccn2cc(-c3ccc(F)cc3)nc12	-2	7	1.6	1	-1.3	-3	-1	-4	4
CSS(=O)(=O)c1cccc2cccnc12	-5	0	-0.8	-54	-0.1	-2	-2	-4	6
